HT1080 IDH1KD tx: kills HT-1080 cells with IDH1 knockdown; HT-1080 IDH1 knockdown viability, ATP luminescence, 48 h; Potency, µM (doses to about 46.1 µM), for inactives: at the top dose activity, negative = toxicity, hits mostly cytotoxic; 360,000 tested, 2% active;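 also: potency is read from the fitted curve at half-maximal effect; 0% = DMSO wells and -100% = cell-free medium wells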
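Assay cells: HT-1080 with IDH1 knockdown, 750 per well, RPMI/5% FBS. Exposure: 48 h at 37 °C following 2 h pre-incubation. Read: CellTiter-Glo luminescence; fitted concentration-response, curve class assigned.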
KB-V1 cytotox: kills drug-selected multidrug resistant KB-V1 cells. KB-V1 MDR cells viability, CellTiter-Glo, 72 h. Potency, µM (highest dose often 46.1 µM), without a hit: at the top dose activity change, negative = cytotoxicity, usual class: cytotoxic. 400,000 tested, 3.4% active. AID 1347076; also: potency is read from the fitted curve at half-maximal effect; % is scaled to controls: 0 for no effect and ±100 for the full control effect; nearly all actives have a fitted effect of over 60% in size
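Cells of the MDR subline KB-V1 are plated, dosed with compound at multiple concentrations, and incubated 72 h at 37 degrees C; CellTiter-Glo is then added and luminescence read after 10 min.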
DRD3 antagonist: D3 dopamine receptor (human) antagonism; P35462; D3R cells, DiscoveRx beta-arrestin luminescence, antagonist mode; hits give low values; max response, negative = inhibition, %; 360,000 tested, 2.5% active; in the data active = max response below about -50%; inconclusive = no clear call, values can overlap the other calls; also: % is scaled to controls: 0 for no effect and ±100 for the full control effect; mostly tested at two doses, the higher about 12 µM
Target sequence (P35462 whole entry, looked up): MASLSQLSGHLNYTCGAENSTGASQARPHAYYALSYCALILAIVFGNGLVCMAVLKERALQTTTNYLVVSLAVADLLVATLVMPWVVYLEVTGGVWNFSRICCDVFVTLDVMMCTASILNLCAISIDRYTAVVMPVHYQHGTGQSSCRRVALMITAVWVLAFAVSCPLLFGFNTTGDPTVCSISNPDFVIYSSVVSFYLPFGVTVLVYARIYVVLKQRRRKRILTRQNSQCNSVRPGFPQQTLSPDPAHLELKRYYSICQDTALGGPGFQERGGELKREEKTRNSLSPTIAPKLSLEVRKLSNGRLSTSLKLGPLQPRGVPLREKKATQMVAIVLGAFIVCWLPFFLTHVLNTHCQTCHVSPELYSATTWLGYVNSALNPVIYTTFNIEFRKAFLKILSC
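Cells expressing the human receptor were seeded at 1500 cells/well, incubated overnight at 37 degrees C in 5% CO2, then exposed to library compounds with dopamine controls for 90 minutes at 37 degrees C before luminescent detection.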
IL-1B inflam inh: inhibitors of inflammasome signaling (IL-1 beta secretion); THP-1 LPS/ATP IL-1B secretion, AlphaLISA, 16 h; hits give low values; activity change, % at 57.5 µM; 360,000 tested, 4.7% active; AID 743279; in the data active = activity change below about -50%; inconclusive = mostly about -30% to -49%; also: % is scaled to controls: 0 for no effect and ±100 for the full control effect
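THP-1 cells pretreated 1 hr with compounds (up to 57.5 uM final), then stimulated with LPS (250 ng/mL final) plus ATP (1.25 mM final); secreted IL-1B measured by AlphaLISA after 16 hr, decreased signal indicating inhibition.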
DRD3 agonist: D3 dopamine receptor (human) agonism. AID 652048. 410,000 tested, 0.58% active. max activation, %. D3R DiscoveRx beta-arrestin cells, luminescence, 90 min; in the data active = max activation above about 30%; also: 0% is about no effect; mostly tested at two doses, the higher about 12 µM
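Agonist mode: compounds and dopamine controls were applied to plated cells for 90 min at 37 degrees C after an overnight attachment at 1500 cells/well. Luminescent read-out followed 30 - 60 minutes at room temperature with DiscoveRx detection reagent.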
GLP-1R agonist: activates the human GLP-1 receptor; P43220; HEK293 GLP-1R CRE-luciferase, luminescence, 4-6 h; cells express a hypersensitive GLP-1R form; Potency, µM (doses to about 45.6 µM), for inactives: at the top dose activation, usual class: activators; 380,000 tested, 0.007% active; AID 624172; also: potency is read from the fitted curve at half-maximal effect; % of control where 0% means no effect
Target sequence (P43220 whole entry, looked up): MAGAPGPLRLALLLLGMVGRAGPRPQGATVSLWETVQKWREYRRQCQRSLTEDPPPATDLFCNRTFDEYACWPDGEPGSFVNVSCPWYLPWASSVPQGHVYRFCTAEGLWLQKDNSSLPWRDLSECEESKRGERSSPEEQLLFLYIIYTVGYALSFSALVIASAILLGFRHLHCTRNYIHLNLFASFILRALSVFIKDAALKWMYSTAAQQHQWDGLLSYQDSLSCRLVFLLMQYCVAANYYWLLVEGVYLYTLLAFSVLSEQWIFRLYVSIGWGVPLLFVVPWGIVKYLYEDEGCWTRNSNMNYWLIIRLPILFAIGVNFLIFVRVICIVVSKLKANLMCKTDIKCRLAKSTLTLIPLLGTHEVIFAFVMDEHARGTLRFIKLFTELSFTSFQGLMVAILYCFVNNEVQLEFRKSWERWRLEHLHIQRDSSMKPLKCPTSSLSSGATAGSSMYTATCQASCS
HT1080NT lethal: kills 2HG-producing HT-1080-NT fibrosarcoma cells | Potency, µM (series often up to 46.1 µM), inactives show at the top dose activity, negative = less viability, usual class: cytotoxic | AID 686970 | 360,000 tested, 1.6% active | HT-1080-NT fibrosarcoma viability, CellTiter-Glo ATP luminescence, 48 h;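 also: NT is the 2HG producing partner of a matched IDH1 knockdown line; potency is read from the fitted curve at half-maximal effect; 0% = DMSO-treated cells and -100% = media-only wells without cells; nearly all actives have a fitted effect of over 55% in size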
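Toxicity toward the 2HG-producing NT line was scored as %Activity, normalised to DMSO and no-cell wells, from CellTiter-Glo luminescence after 48 hours' treatment.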
KB-3-1 cytotox: KB-3-1 parental cell cytotoxicity; Potency, µM (highest dose often 46.1 µM), for inactives: top-dose activity change, negative = cytotoxic, hits mostly cytotoxic; KB-3-1 viability, CellTiter-Glo ATP luminescence, 72 h; AID 1347075; 400,000 tested, 1.4% active; also: potency is read from the fitted curve at half-maximal effect; % is scaled to controls: 0 for no effect and ±100 for the full control effect; nearly all actives have a fitted effect of over 60% in size
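Cells are dispensed, compounds pinned in, plates held at 37 °C for 72 h, then CellTiter-Glo is added and luminescence read after 10 minutes. Cell line: parental KB-3-1 in phenol-red-free DMEM, 10% FBS.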
SW480 rereplic: inducers of DNA re-replication in SW480 colon cancer cells | SW480 DNA re-replication, Hoechst DNA content imaging, 48 h | Potency, µM (highest dose often 46.1 µM), inactives show at the highest dose re-replication activation, most hits filed as activators | 340,000 tested, 1.8% active | AID 624297; also: potency is read from the fitted curve at half-maximal effect; % of control where 0% means no effect; nearly all actives have a fitted effect of over 55% in size
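Quantitative HTS format with DMSO vehicle controls; 48 hr drug incubation at 37 C, then 40 min Hoechst staining and scanning imager measurement at 405 nm excitation.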
Numbers without * were called inactive. Unless noted, calls follow the shape of the dose curve; as a rule, active = well fitted curve in the direction sought with a large enough effect; inconclusive = small, poorly fitted or top-dose-only effect, or another doubt; inactive = no such curve, though single readings can be large; an effect the other way counts as inactive or inconclusive.

Results for CN1CCN(C(=O)/C=C/c2ccc([N+](=O)[O-])o2)CC1 ?
HT1080 IDH1KD tx: 21µM*; KB-V1 cytotox: 2%; DRD3 antagonist: -2; IL-1B inflam inh: -58*; DRD3 agonist: -1; GLP-1R agonist: 2%; HT1080NT lethal: inconclusive; KB-3-1 cytotox: -8%; SW480 rereplic: 24%

How did COC(=O)c1ccn(CC(=O)NC2CCCCC2)n1 do in these assays?
HT1080 IDH1KD tx: 0%; KB-V1 cytotox: 0%; DRD3 antagonist: 6; IL-1B inflam inh: 9; DRD3 agonist: 4; GLP-1R agonist: -3%; HT1080NT lethal: 0%; KB-3-1 cytotox: -1%; SW480 rereplic: -10%

How did CC1(C(=O)NS(=O)(=O)C2CC2)CCN(C(=O)c2ccccc2C(F)(F)F)C1 (configuration not stated) do in these assays?
HT1080 IDH1KD tx: 16%; KB-V1 cytotox: -15%; DRD3 antagonist: -26; IL-1B inflam inh: 11; DRD3 agonist: 2; GLP-1R agonist: -3%; HT1080NT lethal: 20%; KB-3-1 cytotox: 0%

What do the screens show for `O=C(/C=C/Nc1ccc(Cc2ccc(N/C=C/C(=O)C(F)(F)F)cc2)cc1)C(F)(F)F`?
HT1080 IDH1KD tx: 5%; KB-V1 cytotox: 12%; DRD3 antagonist: -2; IL-1B inflam inh: 12; DRD3 agonist: 4; GLP-1R agonist: -4%; HT1080NT lethal: 7%; KB-3-1 cytotox: 19%; SW480 rereplic: 2%

Results for Cc1ccc(CN2CCC(C)(Oc3cccc(Cl)c3)C2)cc1 (configuration not stated) ?
HT1080 IDH1KD tx: 14%; KB-V1 cytotox: 16%; DRD3 antagonist: -103*; IL-1B inflam inh: -17; DRD3 agonist: -22; GLP-1R agonist: -2%; HT1080NT lethal: 11%; KB-3-1 cytotox: -11%

How did CCC(CC)n1[nH]c(=O)c2c(C)cc(C)nc21 do in these assays?
HT1080 IDH1KD tx: 20%; KB-V1 cytotox: -3%; DRD3 antagonist: 16; IL-1B inflam inh: 10; DRD3 agonist: -3; GLP-1R agonist: -1%; HT1080NT lethal: 10%; KB-3-1 cytotox: -1%; SW480 rereplic: -6%

What do the screens show for `O=C(CCC1CCCN(C(=O)c2ccsc2)C1)N1CCN(c2ccccn2)CC1` (configuration not stated)?
HT1080 IDH1KD tx: 18%; KB-V1 cytotox: -8%; DRD3 antagonist: 9; IL-1B inflam inh: 1; DRD3 agonist: -1; GLP-1R agonist: 6%; HT1080NT lethal: 13%; KB-3-1 cytotox: 0%; SW480 rereplic: -2%

What do the screens show for `Cc1cc(C)cc(N2CC(C(=O)OCC(=O)Nc3cc(C)on3)CC2=O)c1` (configuration not stated)?
HT1080 IDH1KD tx: 1%; KB-V1 cytotox: 40%; DRD3 antagonist: -4; IL-1B inflam inh: 6; DRD3 agonist: 0; GLP-1R agonist: 1%; HT1080NT lethal: -1%; KB-3-1 cytotox: 3%; SW480 rereplic: 4%

Results for Cc1cc(N2CCOCC2)nc2ccc(NC(=O)CCC(=O)N3CCN(c4cccc(C(F)(F)F)c4)CC3)cc12 ?
HT1080 IDH1KD tx: inconclusive; KB-V1 cytotox: inconclusive; DRD3 antagonist: 55; IL-1B inflam inh: -77*; DRD3 agonist: -5; GLP-1R agonist: -2%; HT1080NT lethal: 23µM*; KB-3-1 cytotox: inconclusive; SW480 rereplic: 19%

How did CCOCc1c(C(=O)OCC(=O)NCc2ccc(F)cc2)oc2ccccc12 do in these assays?
HT1080 IDH1KD tx: 5%; KB-V1 cytotox: 23%; DRD3 antagonist: 20; IL-1B inflam inh: -14; DRD3 agonist: 3; GLP-1R agonist: -1%; HT1080NT lethal: 4%; KB-3-1 cytotox: 8%; SW480 rereplic: 0%

What do the screens show for `CC1CC(C)CN(CCCNC(=O)Cn2cccc2C(=O)c2ccccc2)C1` (configuration not stated)?
HT1080 IDH1KD tx: 0%; KB-V1 cytotox: 2%; DRD3 antagonist: -17; IL-1B inflam inh: -25; DRD3 agonist: 0; GLP-1R agonist: -7%; HT1080NT lethal: -6%; KB-3-1 cytotox: -1%; SW480 rereplic: -3%

How did CCCCn1c(N)c(-c2nc3ccccc3o2)c2c([N+](=O)[O-])nn(CC)c(=O)c21 do in these assays?
HT1080 IDH1KD tx: 17%; KB-V1 cytotox: -26%; DRD3 antagonist: 9; IL-1B inflam inh: -7; DRD3 agonist: 2; GLP-1R agonist: 0%; HT1080NT lethal: 13%; KB-3-1 cytotox: 10%; SW480 rereplic: -9%

What do the screens show for `CC(C)NC(=O)c1ccc2c(c1)N(CC(=O)NC1CCCCC1)C(=O)C(C)(C)O2`?
HT1080 IDH1KD tx: 2%; KB-V1 cytotox: inconclusive; DRD3 antagonist: -14; IL-1B inflam inh: 2; DRD3 agonist: -13; GLP-1R agonist: 0%; HT1080NT lethal: 0%; KB-3-1 cytotox: 2%; SW480 rereplic: -3%

Results for O=C1CCCN1C(=O)COc1cc(F)ccc1[N+](=O)[O-] ?
HT1080 IDH1KD tx: 8%; KB-V1 cytotox: inconclusive; DRD3 antagonist: -3; IL-1B inflam inh: 0; DRD3 agonist: -11; GLP-1R agonist: 31%; HT1080NT lethal: -5%; KB-3-1 cytotox: 15%; SW480 rereplic: -6%

What do the screens show for `Cc1nn(C)cc1/C=N\NC(=O)c1csc2c1CCCC2`?
HT1080 IDH1KD tx: 19%; KB-V1 cytotox: -2%; DRD3 antagonist: 3; IL-1B inflam inh: -3; DRD3 agonist: 4; GLP-1R agonist: 15%; HT1080NT lethal: 10%; KB-3-1 cytotox: -3%; SW480 rereplic: -3%

What do the screens show for `CC1=C(C(=O)Nc2cc(C(=O)N3CCN(c4cccc(C)c4)C(C)C3)ccc2C)SCCO1` (configuration not stated)?
HT1080 IDH1KD tx: -7%; KB-V1 cytotox: -7%; DRD3 antagonist: -11; IL-1B inflam inh: -7; DRD3 agonist: -9; GLP-1R agonist: -2%; HT1080NT lethal: -13%; KB-3-1 cytotox: -1%; SW480 rereplic: -1%

How did CN(C)C(CNC(=O)C1CCN(S(=O)(=O)c2cc(Cl)ccc2Cl)CC1)Cc1ccccc1 (configuration not stated) do in these assays?
HT1080 IDH1KD tx: 1%; KB-V1 cytotox: -10%; DRD3 antagonist: -21; IL-1B inflam inh: -12; DRD3 agonist: -8; GLP-1R agonist: 11%; HT1080NT lethal: 1%; KB-3-1 cytotox: -4%; SW480 rereplic: -2%

What do the screens show for `CCN(CC)S(=O)(=O)c1ccc2c(c1)nc(CCC(=O)OCc1c(C)noc1C)n2C`?
HT1080 IDH1KD tx: 2%; KB-V1 cytotox: 0%; DRD3 antagonist: 14; IL-1B inflam inh: 10; DRD3 agonist: 2; GLP-1R agonist: 3%; HT1080NT lethal: -1%; KB-3-1 cytotox: 5%; SW480 rereplic: -20%

How did CCCC#Cc1ccc2c(c1)COc1c3ccccc3nn1-2 do in these assays?
HT1080 IDH1KD tx: 0%; KB-V1 cytotox: -6%; DRD3 antagonist: 29; IL-1B inflam inh: 13; DRD3 agonist: 26; GLP-1R agonist: 0%; HT1080NT lethal: 4%; KB-3-1 cytotox: -8%; SW480 rereplic: -21%

How did Cc1ccccc1CC1(C)C(=O)Nc2ccc(S(=O)(=O)NC3CCCCC3)cc21 (configuration not stated) do in these assays?
HT1080 IDH1KD tx: 0%; KB-V1 cytotox: -3%; DRD3 antagonist: 8; IL-1B inflam inh: 63; DRD3 agonist: 6; GLP-1R agonist: -3%; HT1080NT lethal: 1%; KB-3-1 cytotox: 0%

Results for CCOC(=O)C1(Cc2ccccc2)CCCN(Cc2cccc(C(C)=O)c2)C1 (configuration not stated) ?
HT1080 IDH1KD tx: 7%; KB-V1 cytotox: -20%; DRD3 antagonist: -5; IL-1B inflam inh: 15; DRD3 agonist: -14; GLP-1R agonist: 8%; HT1080NT lethal: 0%; KB-3-1 cytotox: -4%; SW480 rereplic: -9%

Results for Cc1ccc(/C(N)=N/OC(=O)N2c3ccccc3Sc3ccccc32)cc1 ?
HT1080 IDH1KD tx: -1%; KB-V1 cytotox: inconclusive; DRD3 antagonist: -1; IL-1B inflam inh: -5; DRD3 agonist: 8; GLP-1R agonist: 2%; HT1080NT lethal: -1%; KB-3-1 cytotox: -22%; SW480 rereplic: 11%

What do the screens show for `CC(CC(=O)Nc1ccc2c(c1)c(=O)n(C)n2Cc1ccc(F)cc1)C(F)(F)F` (configuration not stated)?
HT1080 IDH1KD tx: 0%; KB-V1 cytotox: -1%; DRD3 antagonist: 28; IL-1B inflam inh: -2; DRD3 agonist: 10; GLP-1R agonist: -4%; HT1080NT lethal: 4%; KB-3-1 cytotox: 0%

Results for CC12CCC(C(=O)Nc3cccnc3)(CC1=O)C2(C)C (configuration not stated) ?
HT1080 IDH1KD tx: 13%; KB-V1 cytotox: inconclusive; DRD3 antagonist: 11; IL-1B inflam inh: 14; DRD3 agonist: 1; GLP-1R agonist: -3%; HT1080NT lethal: 24%; KB-3-1 cytotox: -7%; SW480 rereplic: -1%

How did Cn1c(N)c(C(=O)COC(=O)c2ccc3c(c2)OCCO3)c(=O)n(C)c1=O do in these assays?
HT1080 IDH1KD tx: 4%; KB-V1 cytotox: 7%; DRD3 antagonist: 9; IL-1B inflam inh: 0; DRD3 agonist: 4; GLP-1R agonist: -7%; HT1080NT lethal: 14%; KB-3-1 cytotox: 14%; SW480 rereplic: -10%

What do the screens show for `Cc1cc(C)cc(NC(=O)CCn2ccnc2C)c1`?
HT1080 IDH1KD tx: -2%; KB-V1 cytotox: -16%; DRD3 antagonist: 0; IL-1B inflam inh: -1; DRD3 agonist: -5; GLP-1R agonist: -19%; HT1080NT lethal: 0%; KB-3-1 cytotox: -1%; SW480 rereplic: 7%

Screening results from PubChem.
